PolyA inhibitor: inhibitors of polyadenylation in S. cerevisiae | S. cerevisiae SKY197-pL101 polyadenylation reporter, beta-gal luminescence; efflux-impaired pdr1/pdr3 knockout yeast; score 100 = 6 SD above DMSO | calls only at 12 µM | actives 0.02% (n = 300,000);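 active = lowest replicate activity score at least 50, where 100 means six control SD above control mean; inconclusive = lowest score under 50 but half or more replicates reach 50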;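 note: yeast exposed to compound for 9 h at 30 °C; higher score means more reporter readthrough which indicates perturbed polyadenylation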
hERG protect: compounds protecting human hERG from proarrhythmic drug block | Q12809 | CHO-hERG, FluxOR thallium flux, dofetilide IC70 present | activation (rescue from dofetilide block), less the hit threshold, % at 10 µM | actives 0.51% (n = 310,000) | AID 1511;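 active = activation above the mean of controls blocked by dofetilide plus 5 SD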;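 note: thallium influx through hERG after potassium depolarization seen as dye fluorescence rise; in these data hits start at about 4.7%; inactives centre near -7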
HDAC3 inhib: human HDAC3 inhibition | inhibition, % at 8.3 µM | recombinant HDAC3, fluorogenic peptide/trypsin coupled, fluorescence | O15379 | actives 0.15% (n = 320,000); in the data active = inhibition above about 26%, passing the limit was not always enough; inconclusive = no clear call, values can overlap the other calls
GSK3beta inhib: inhibitors of human GSK3beta kinase | activity score (negative = inhibition), % at 10 µM | P49841 | GST-GSK3beta kinase, ADP-Glo luminescence, 60 min; active compounds read low | actives 0.038% (n = 300,000);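 active = more than half of replicate wells score below -50%, meaning over 50% inhibition versus plate controls; inconclusive = some replicates but at most half score below -50%; inactive = no replicate scores below -50%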;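 note: 0% = median DMSO wells and -100% = median GW8510 positive control wells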
Target sequence (P49841 whole entry, looked up): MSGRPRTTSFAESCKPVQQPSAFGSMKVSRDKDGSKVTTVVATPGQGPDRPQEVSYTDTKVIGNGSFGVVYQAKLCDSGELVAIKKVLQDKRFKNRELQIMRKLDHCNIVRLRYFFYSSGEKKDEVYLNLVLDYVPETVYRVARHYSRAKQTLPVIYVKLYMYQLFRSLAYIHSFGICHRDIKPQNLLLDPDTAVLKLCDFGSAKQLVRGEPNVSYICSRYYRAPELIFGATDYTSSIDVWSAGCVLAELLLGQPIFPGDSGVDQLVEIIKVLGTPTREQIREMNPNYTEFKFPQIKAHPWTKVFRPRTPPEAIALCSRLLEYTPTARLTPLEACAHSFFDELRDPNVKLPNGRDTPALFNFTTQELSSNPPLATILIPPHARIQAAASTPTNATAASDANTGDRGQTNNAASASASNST
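Test system: GST-fused GSK3beta enzyme, cell-free | Quantity: 1.6 ng GST-GSK3beta enzyme per well | Reagent: 25 µM ATP with peptide substrate | Schedule: 60 min enzyme reaction, room temperature | Signal: Luminescent ADP-Glo measurement of ADP formed | Read-out basis: Score relative to plate controls | Control set: DMSO and 20 µM GW8510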
DYRK1A inh: inhibitors of rat Dyrk1A kinase | Q63470 | ADP-Glo luminescence, NFATc1 peptide | inhibition, % at 12.5 µM | actives 0.43% (n = 310,000) | AID 504441; in the data active = inhibition above about 50%;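 note: plate controls were vehicle with enzyme for no effect and no enzyme for full effect; many of its hits are not listed in these tables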
RGS4 pot: potentiators or activators of RGS4; HEK293 M3R/inducible RGS4, carbachol calcium flux Fluo4; active compounds read low; B-score at 10 µM; actives 0.92% (n = 310,000);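 active = B-score of the integrated calcium signal more than 4 SD below the library mean, with starting fluorescence not abnormally high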;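 note: negative B-score means reduced calcium response which marks RGS4 activation or potentiation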
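Test system: HEK293 cells with stable M3R and inducible RGS4; also added: carbachol at ECmax as muscarinic agonist stimulus; schedule: dye loading 30 min 37 °C, buffer rest 30 min RT; technique: kinetic calcium fluorescence imaging with Fluo4-AM dye, 2 µM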
KCNQ1 pot: potentiators or activators of human KCNQ1 potassium channel; CHO-K1 KCNQ1, thallium flux FluxOR fluorescence; active compounds read high; B-score at 10 µM; actives 0.35% (n = 310,000); AID 2648;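 active = fluorescence ratio B-score, a plate-corrected score, at least three library SD, with initial intensity B-score within 5 SD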
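Schedule – 37 °C overnight plating, 90-min dark dye load, 20-min compound pretreatment · System – stable KCNQ1 CHO-K1 line · Probe or stimulus – thallium- and potassium-containing depolarizing buffer · Measured by – kinetic FluxOR fluorescence, 10 s baseline plus 110 s post-stimulus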
KCNQ1 block: inhibitors of human KCNQ1 potassium channel | P51787 | B-score at 10 µM | CHO-K1 KCNQ1, FluxOR thallium flux fluorescence; active compounds read high | actives 1.3% (n = 310,000);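 active = compounds whose thallium flux B-score, printed positive for inhibition, exceeds three library SD while starting fluorescence stays within three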;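 note: channel opened by potassium depolarization with thallium stimulus after 20 min compound exposure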
GSK3 alpha inh: inhibitors of human GSK-3 alpha kinase; inhibition, % at 10 µM; P49840; actives 0.1% (n = 320,000); AID 2650; ADP-Glo luminescence, 60 min;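 in the data active = inhibition above about 50%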;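 note: GST-tagged GSK-3 alpha with peptide substrate and 25 µM ATP; 0% = DMSO neutral wells and 100% = GW8510 positive control wells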
Target sequence (P49840 whole entry, looked up): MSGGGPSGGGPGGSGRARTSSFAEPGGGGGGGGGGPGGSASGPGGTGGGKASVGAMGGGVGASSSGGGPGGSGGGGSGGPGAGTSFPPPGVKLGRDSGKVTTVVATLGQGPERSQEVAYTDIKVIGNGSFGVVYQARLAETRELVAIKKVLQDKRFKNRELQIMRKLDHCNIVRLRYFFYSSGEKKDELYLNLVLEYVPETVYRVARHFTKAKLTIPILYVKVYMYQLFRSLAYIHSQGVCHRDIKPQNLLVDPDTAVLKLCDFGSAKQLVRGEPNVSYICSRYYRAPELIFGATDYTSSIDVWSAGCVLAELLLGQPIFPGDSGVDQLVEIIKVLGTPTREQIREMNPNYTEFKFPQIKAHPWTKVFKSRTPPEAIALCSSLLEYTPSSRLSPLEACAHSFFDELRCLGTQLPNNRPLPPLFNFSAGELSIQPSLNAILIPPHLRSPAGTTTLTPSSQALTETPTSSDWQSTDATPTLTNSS
KCNK3 inh: human KCNK3 channel inhibition, primary screen; O14649; CHO-KCNK3 thallium flux, FluxOR fluorescence; active compounds read low; B-score at 10 µM; actives 0.84% (n = 340,000); AID 602410;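 active = B-score under library mean minus 4 SD, starting fluorescence ratio at most library mean plus 5 SD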;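 note: more negative B-score means stronger inhibition of thallium flux through KCNK3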
KCNK9 block: inhibitors of human KCNK9 two-pore domain potassium channel. Q9NPC2. AID 488922. B-score at 10 µM. actives 1.2% (n = 310,000). HEK293 KCNK9, FluxOR thallium flux fluorescence; active compounds read low;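 active = ratio B-score over 3 SD below the library mean, with starting fluorescence within 5 SD of its mean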;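 note: negative B-score means less thallium flux so channel inhibition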
Active calls of the source: *; i = inactive; u = inconclusive; x = no result given. Not all compounds are listed (hit frequency here may not be typical).

SMILES | PolyA inhibitor | hERG protect | HDAC3 inhib | GSK3beta inhib | DYRK1A inh | RGS4 pot | KCNQ1 pot | KCNQ1 block | GSK3 alpha inh | KCNK3 inh | KCNK9 block
COc1cc(C(=O)OCC(=O)Nc2ccc(OC(F)F)cc2)cc(OC)c1OC | i | -7 | -1 | -4 | -7 | i | i | i | -2 | i | i
COc1cc(CO)ccc1OCc1nnnn1-c1ccc(C)cc1 | i | -2 | 6 | -1 | -1 | i | i | i | 4 | i | i
Cc1cc(C)c(C#N)c(Nc2ccccc2C)n1 | i | -11 | -7 | 0 | x | i | i | i | -1 | i | i
CCOc1ccc(C(=O)Nc2ccc3nc(N4CCN(CC)CC4)cc(C)c3c2)cc1 | i | -14 | -4 | 4 | 2 | i | i | i | -2 | i | i
COc1cc([N+](=O)[O-])ccc1NC(=O)CCCOc1ccc(C)cc1 | i | -5 | -1 | 3 | -2 | i | i | i | 5 | i | i
Cc1cc2c(=O)n(C)c(SCC(=O)Nc3cccc(O)c3)nc2s1 | i | -8 | -4 | 1 | 2 | i | i | i | 0 | i | i
Cc1ccc(NCc2ccccc2)cc1 | i | -11 | -2 | 3 | -7 | i | i | i | 0 | i | i
COc1cc(NC(=O)CSc2nc3[nH]ncc3c(=O)n2-c2ccc(Cl)cc2)cc(OC)c1 | i | -8 | 6 | 0 | 6 | i | i | i | 1 | i | i
O=C(COc1ccccc1)NNC1=NS(=O)(=O)c2ccccc21 | i | -1 | 2 | 0 | -1 | i | i | i | -1 | i | i
COc1ccc(C(C(=O)NC(C)(C)C)N(Cc2ccco2)C(=O)CCC(=O)Nc2ccccn2)cc1 (centres undefined) | i | -8 | -1 | -1 | 3 | i | i | i | -2 | i | i
COc1ccc(-n2c(=O)[nH]c3cc(C(=O)NCCc4ccc(Cl)cc4)ccc3c2=O)cc1OC | i | -14 | -1 | 1 | 5 | i | i | i | x | i | i
COc1ccc(-c2csc(NC(C)c3nc4cc(C(F)(F)F)ccc4n3CCOCCO)n2)cc1 (centres undefined) | i | -9 | 12 | 0 | -12 | i | i | i | -3 | i | i
Cc1nn(-c2ccc(F)cc2)c(N)c1C1(O)C(=O)Nc2ccccc21 (centres undefined) | i | -15 | 4 | 2 | x | i | i | i | -1 | i | i
CC(C(=O)Nc1ccccc1Cl)c1ccc([N+](=O)[O-])cc1 (centres undefined) | i | -11 | -4 | -2 | 0 | i | i | i | x | i | i
CCN1CCN(C(=O)C2CCN(S(=O)(=O)c3cccc4cccnc34)CC2)CC1 | i | -4 | 3 | 0 | -6 | i | i | i | 0 | i | i
Cc1ccc(C(=O)CSc2nnc(COc3cc(C)cc(C)c3)o2)cc1 | i | -8 | -1 | -4 | -2 | i | i | i | 0 | i | i
Cc1[nH]c(C)c(S(=O)(=O)NCCc2ccc(S(N)(=O)=O)cc2)c1C(=O)N1CCCC1 | i | 1 | 0 | 0 | x | i | i | i | -1 | i | i
COc1cc(NC(=O)c2cc(-c3cccs3)on2)cc(OC)c1OC | i | -15 | x | 2 | 11 | i | i | i | x | i | i
Cc1ccc(C2C3=C(CCCC3=O)OC3=C2C(=O)CCC3)cc1 | i | -10 | -2 | 1 | -3 | i | i | i | -1 | i | i
O=C(O)CC(CC(=O)O)(C(=O)O)c1ccccc1 | i | -7 | 0 | 1 | -1 | i | i | i | 4 | i | i
O=C(CNCC1(N2CCOCC2)CCCCC1)Nc1ccc(Cl)cc1 | i | -8 | 2 | -1 | -2 | i | i | i | -1 | i | i
CCOc1cc(C=O)ccc1OCCSc1ccc(C)cc1 | i | -7 | -2 | 2 | 2 | i | i | i | -2 | i | i
Cc1nc2c(c(=O)n1CCC(C)C)c1nc3ccccc3nc1n2CC1CCCO1 (centres undefined) | i | -4 | -16 | 4 | 6 | i | i | i | -5 | i | i
COc1ccc(CCNC(=O)c2ccccc2NS(=O)(=O)c2cc(C(=O)O)ccc2OC)cc1 | i | -29 | 3 | -2 | -2 | i | i | i | -5 | i | i
CC(C)[C@H](NC(=O)c1ccccc1)C(=O)NCCc1ccccc1 | i | -5 | -6 | 0 | -8 | i | i | i | -4 | i | i

An excerpt of these results, as tab-separated lines:
Compound	PolyA inhibitor	hERG protect	HDAC3 inhib	GSK3beta inhib	DYRK1A inh	RGS4 pot	KCNQ1 pot	KCNQ1 block	GSK3 alpha inh	KCNK3 inh	KCNK9 block
Cc1cc2c(=O)n(C)c(SCC(=O)Nc3cccc(O)c3)nc2s1	i	-8	-4	1	2	i	i	i	0	i	i
Cc1nn(-c2ccc(F)cc2)c(N)c1C1(O)C(=O)Nc2ccccc21 (centres undefined)	i	-15	4	2	x	i	i	i	-1	i	i

A portion taken from the entries so far, for reference:
SMILES | PolyA inhibitor | hERG protect | HDAC3 inhib | GSK3beta inhib | DYRK1A inh | RGS4 pot | KCNQ1 pot | KCNQ1 block | GSK3 alpha inh | KCNK3 inh | KCNK9 block
Cc1cc(C)c(C#N)c(Nc2ccccc2C)n1 | i | -11 | -7 | 0 | x | i | i | i | -1 | i | i
CCOc1ccc(C(=O)Nc2ccc3nc(N4CCN(CC)CC4)cc(C)c3c2)cc1 | i | -14 | -4 | 4 | 2 | i | i | i | -2 | i | i

Structural class, the entries above with a thiophene ring, fused or not (2)
SMILES | PolyA inhibitor | hERG protect | HDAC3 inhib | GSK3beta inhib | DYRK1A inh | RGS4 pot | KCNQ1 pot | KCNQ1 block | GSK3 alpha inh | KCNK3 inh | KCNK9 block
Cc1cc2c(=O)n(C)c(SCC(=O)Nc3cccc(O)c3)nc2s1 | i | -8 | -4 | 1 | 2 | i | i | i | 0 | i | i
COc1cc(NC(=O)c2cc(-c3cccs3)on2)cc(OC)c1OC | i | -15 | x | 2 | 11 | i | i | i | x | i | i

Next part.
SMILES | PolyA inhibitor | hERG protect | HDAC3 inhib | GSK3beta inhib | DYRK1A inh | RGS4 pot | KCNQ1 pot | KCNQ1 block | GSK3 alpha inh | KCNK3 inh | KCNK9 block
COc1ccc(C2=NO[C@@H]3C(=O)N(c4ccc(C)cc4C)C(=O)[C@H]23)cc1OC | i | -6 | -6 | 2 | 3 | i | i | i | 0 | i | i
O=C(NNc1nc2cc3c(cc2s1)OCO3)c1ccccc1 | i | -12 | 3 | 5 | 6 | i | i | i | -3 | i | i
Cc1nn2c(=O)cc(CSc3nc4ccccc4[nH]3)nc2s1 | i | -9 | 18 | 1 | -3 | i | i | i | -2 | i | i
O=C(O)CC(c1ccc(Cl)cc1)N1C(=O)CCC1=O (centres undefined) | i | -11 | -5 | 2 | 3 | i | i | i | -3 | i | i
COc1ccc(/C=N/NC(=O)C[n+]2ccccc2)c(OC)c1 | i | -10 | 6 | 2 | -13 | i | i | i | -5 | i | i
c1ccc(-c2ccc(CN3C[C@@H]4C(c5ccccc5)C5(c6ccccc6)CC4(C5)[C@H]3c3ccccc3)cc2)cc1 (some centres undefined) | i | -8 | -2 | 6 | 7 | i | i | i | -2 | i | i
COc1ccc(Nc2nc(-c3ccc(OC)cc3)cs2)cc1 | i | -3 | 8 | 2 | -2 | i | i | i | -1 | i | i
COc1ccc(S(=O)(=O)N(Cc2cc3ccc(OC)cc3[nH]c2=O)CC2COCCO2)cc1 (centres undefined) | x | -6 | -3 | 2 | 1 | i | i | i | 3 | i | i
CCOC(=O)N1CCN(c2cc(=O)n(-c3cccc(C)c3)c(=O)[nH]2)CC1 | i | -10 | 0 | 3 | 7 | i | i | i | 0 | i | i
Cc1ccc(C(=O)c2c(NC(=O)c3ccncc3)sc3c2CCCC3)cc1 | i | -12 | u | 3 | 11 | i | i | i | x | i | i
CC1NC(=S)N(Cc2ccccc2)C1=O (centres undefined) | i | -5 | -1 | 1 | -5 | i | i | i | -2 | i | i
Cc1ccc2nc(SCC(=O)NCc3ccco3)c(C)cc2c1 | i | -7 | 8 | 0 | -2 | i | i | i | 7 | i | i
COc1cc(/C=N\NC(=O)c2cccc(Cl)c2)ccc1Oc1ccc([N+](=O)[O-])cn1 | i | -8 | 8 | -3 | -1 | i | i | i | 0 | i | i
CCOC(=O)c1ccc(NC(=O)C2CCCN(S(=O)(=O)c3cnc[nH]3)C2)cc1 (centres undefined) | i | -7 | -1 | 1 | 1 | i | i | i | 2 | i | i
CCN(CC)S(=O)(=O)c1ccc(Oc2ccc(S(=O)(=O)N(CC)CC)cc2)cc1 | i | -16 | 9 | 1 | 1 | i | i | i | -3 | i | i
O=C(c1sccc1-c1ccccc1)N1CCN(S(=O)(=O)c2ccccc2)CC1 | i | -13 | 4 | 1 | -11 | i | i | i | 0 | i | i
C/C(=N\Nc1nc(N2CCOCC2)nc(N2CCOCC2)n1)c1ccc([N+](=O)[O-])cc1 | i | -4 | -6 | 4 | 0 | i | i | i | 0 | i | i
COc1ccccc1/C=C/C(=O)Nc1cccnc1 | i | -12 | 3 | -5 | 43 | i | i | i | -1 | i | i
COC(=O)c1ccccc1-n1c(CCC(=O)O)ccc1-c1ccc(F)cc1 | i | -2 | 2 | 1 | 2 | i | i | i | -2 | i | i
Fc1ccc(OCCOCCN2CCNCC2)cc1 | i | -6 | 1 | -2 | 2 | i | i | i | 0 | i | i
CN(C)/C=N/c1ncnc2c1cnn2-c1ccc(C(F)(F)F)cn1 | i | 3 | x | -1 | x | i | i | i | x | i | i
CC(C)CCn1c(SCC(=O)N2CC(=O)Nc3ccccc32)nc2scc(-c3cccs3)c2c1=O | i | -8 | -10 | -6 | 2 | i | i | i | 2 | i | i
COc1cccc(C(=O)N2c3ccccc3Sc3ccccc32)c1 | i | -8 | x | 0 | -8 | i | i | i | x | i | -11*
COc1ccccc1N1CCN(C(=O)c2cc3c(=O)n(C)c4ccccc4c3n2C)CC1 | i | -19 | -10 | 3 | 16 | i | i | i | -3 | i | i
CC(C)(C)NC(=O)Nc1ccc2nccnc2c1 | i | -10 | -35 | 4 | 16 | i | i | i | 2 | i | i
Cc1onc(-c2ccc(Cl)cc2Cl)c1-c1csc(N/N=C/c2ccccc2)n1 | i | -4 | 5 | 5 | -8 | i | i | i | -3 | i | i
Nc1nnc(SCCN2C(=O)c3ccccc3S2(=O)=O)s1 | i | -7 | 2 | -2 | 6 | i | i | i | 0 | i | i
COc1cccc(-c2noc(-c3ccc(Br)o3)n2)c1 | x | -3 | 11 | 1 | x | i | i | i | -3 | i | i
